# Screening data as filed in PubChem.
# BioA inh = M. tuberculosis BioA enzyme inhibitors, primary screen, biochemical, plate reader, single point, HTS; 7,8-diaminopelargonic acid synthase BioA (Mycobacterium tuberculosis); purified M. tuberculosis BioA enzyme; inhibition, % at 9.99 µM; 360,000 tested, 0.096% active; in the data active = inhibition above about 40%
# * hit, by the source's call.
no.	compound	BioA inh
1	C[C@H]1CN([C@@H](C)CO)C(=O)c2cccc(NC(=O)C3CC3)c2O[C@@H]1CN(C)Cc1ccc(Cl)c(Cl)c1	1.8
2	COc1cccc(S(=O)(=O)N(C)C[C@@H]2Oc3ncc(-c4cccc(C(=O)N(C)C)c4)cc3C(=O)N([C@@H](C)CO)C[C@@H]2C)c1	-1.9
3	C[C@H](CO)N1C[C@H](C)[C@@H](CN(C)Cc2cccc(C(=O)O)c2)Oc2cc(C#CCC3CCCC3)ccc2S1(=O)=O	8.9
4	O=C(C[C@@H]1CC[C@@H](NC(=O)C2CCOCC2)[C@@H](CO)O1)Nc1nccs1	-2.7
5	C/C=C/c1ccc2c(c1)O[C@H](CN(C)C(=O)Cc1ccccn1)[C@@H](C)CN([C@@H](C)CO)S2(=O)=O	3.5
6	CC(C)NC(=O)Nc1ccc2c(c1)C(=O)N(C)[C@@H]1CC[C@@H](CC(=O)NC3CCCCC3)O[C@@H]1CO2	19.9
7	COc1ccccc1NC(=O)N[C@H]1C=C[C@@H](CC(=O)N[C@H](C)c2ccccc2)O[C@@H]1CO	0.5
8	COc1ccc(S(=O)(=O)N(C)C[C@@H]2Oc3ccc(NC(=O)NC(C)C)cc3CC(=O)N([C@@H](C)CO)C[C@@H]2C)cc1	-2.2
9	COc1ccc(CN(C)C[C@H]2Oc3c(NS(=O)(=O)c4cn(C)cn4)cccc3C(=O)N([C@@H](C)CO)C[C@H]2C)cc1	0.7
10	CC(C)C#Cc1ccc([C@H]2[C@H](C#N)N(C(=O)C3CCC3)[C@H]2CO)cc1	0.9
11	C[C@@H]1CN([C@H](C)CO)C(=O)c2cc(-c3cccc(F)c3)cnc2O[C@H]1CN(C)Cc1ccccn1	0.4
12	C[C@@H]1CCCCO[C@@H](CN(C)S(=O)(=O)c2cccs2)[C@@H](C)CN([C@H](C)CO)C(=O)c2cc(NS(=O)(=O)c3cn(C)cn3)ccc2O1	2.2
13	C[C@@H]1CCCCO[C@H](CN(C)C(=O)C2CCCCC2)[C@@H](C)CN([C@H](C)CO)C(=O)c2cc(NS(=O)(=O)c3ccc(Cl)cc3)ccc2O1	-1.9
14	CNC(=O)C[C@@H]1CC[C@@H]2[C@@H](COc3ccc(NS(=O)(=O)c4cccc(F)c4)cc3C(=O)N2C)O1	0.6
15	C[C@@H]1CN([C@@H](C)CO)C(=O)c2cc(C#CC3(O)CCCC3)cnc2O[C@@H]1CN(C)C(=O)CN(C)C	-2.0
16	Cc1ccc(S(=O)(=O)N[C@@H]2CC[C@H](CCn3cc(-c4cccc(F)c4)nn3)O[C@H]2CO)cc1	5.4
17	C[C@H]1CN([C@@H](C)CO)C(=O)Cc2cc(NS(=O)(=O)c3ccc(Cl)cc3)ccc2O[C@@H]1CN(C)S(=O)(=O)c1ccc(Cl)cc1	5.3
18	CC(C)NC(=O)N1C[C@H]2[C@@H](c3ccccc31)[C@H](CO)N2C(=O)c1ccccc1	-2.8
19	COc1ccc(CN(C)C[C@H]2Oc3ccc(NS(=O)(=O)c4ccc(C)cc4)cc3C(=O)N([C@H](C)CO)C[C@H]2C)cc1	-0.5
20	O=C(C[C@H]1CC[C@@H]2NC[C@@H](O)COC[C@H]2O1)NCCc1ccccc1	-0.4
21	O=C(CN1CCOCC1)N1CCCCN2[C@@H](CO)[C@H](c3ccc(Br)cc3)[C@@H]2C1	0.8
22	O=C(C[C@H]1CC[C@H](NC(=O)C2CCC2)[C@@H](CO)O1)NCc1ccncc1	-2.7
23	O=C(N[C@@H]1C=C[C@H](CC(=O)N2CCC(Cc3ccccc3)CC2)O[C@H]1CO)c1cnccn1	-0.6
24	C[C@@H]1CN([C@@H](C)CO)C(=O)c2cc(NC(=O)CCC(F)(F)F)ccc2O[C@H]1CN(C)C(=O)NC1CCCCC1	2.1
25	CC(C)NC(=O)Nc1ccc2c(c1)C(=O)N([C@H](C)CO)C[C@H](C)[C@H](CN(C)Cc1ccc(-c3ccccc3)cc1)O2	-3.2
26	C[C@@H]1CN([C@@H](C)CO)C(=O)c2cccc(NC(=O)c3nc4ccccc4s3)c2O[C@H]1CN(C)C(=O)Nc1ccc(F)cc1	-2.9
27	C[C@H](CO)N1C[C@H](C)[C@H](CN(C)S(=O)(=O)c2cccs2)Oc2ccc(NC(=O)c3ccncc3)cc2CC1=O	-1.7
28	C[C@H]1CN([C@@H](C)CO)C(=O)c2cc(C3=CCCC3)cnc2O[C@@H]1CN(C)C(=O)c1cccnc1	-2.2
29	COc1ccc(S(=O)(=O)N(C)C[C@H]2OCCCC[C@@H](C)Oc3ccc(NS(C)(=O)=O)cc3C(=O)N([C@H](C)CO)C[C@H]2C)cc1	0.1
30	O=C(CC1CC1)Nc1ccc2c(c1)[C@H]1C[C@@H](CC(=O)N3CCCCC3)O[C@@H](CO)[C@H]1O2	-0.1

# Random excerpt: two compounds from above.
no.	compound	BioA inh
22	O=C(C[C@H]1CC[C@H](NC(=O)C2CCC2)[C@@H](CO)O1)NCc1ccncc1	-2.7
24	C[C@@H]1CN([C@@H](C)CO)C(=O)c2cc(NC(=O)CCC(F)(F)F)ccc2O[C@H]1CN(C)C(=O)NC1CCCCC1	2.1

# (continued)
no.	compound	BioA inh
31	O=C(C[C@H]1C[C@@H]2c3cc(NS(=O)(=O)c4ccc(F)cc4)ccc3O[C@@H]2[C@H](CO)O1)NCc1ccccn1	-0.1
32	CCC(=O)Nc1ccc2c(c1)C(=O)N(C)[C@H]1CC[C@H](CC(=O)NCc3ccc(OC)cc3)O[C@@H]1CO2	0.1
33	O=C(C[C@H]1CC[C@H]2[C@@H](COC[C@@H](O)CN2S(=O)(=O)c2cccc(Cl)c2)O1)NCc1ccc2c(c1)OCO2	2.6
34	CCCNC(=O)C[C@@H]1CC[C@H]2[C@@H](COC[C@@H](O)CN2Cc2ccncc2)O1	-1.2
35	CN1C(=O)c2cc(NS(C)(=O)=O)ccc2OC[C@@H]2O[C@H](CC(=O)NCc3ccc(-c4ccccc4)cc3)CC[C@H]21	0.9
36	C[C@H]1CN([C@@H](C)CO)C(=O)c2cc(NS(=O)(=O)c3ccc(F)cc3)ccc2O[C@@H]1CN(C)C(=O)Nc1ccc(F)cc1	0.0
37	CCCNC(=O)N1C[C@@H](C)[C@@H](OC)CN(C)C(=O)c2cc(NC(=O)CCC)ccc2OC[C@H]1C	0.4
38	C[C@@H]1CCCCO[C@H](CN(C)S(=O)(=O)c2ccc(Cl)cc2)[C@H](C)CN([C@@H](C)CO)C(=O)c2cc(NS(=O)(=O)c3ccc(Cl)cc3)ccc2O1	-3.2
39	C[C@@H]1CN([C@@H](C)CO)C(=O)c2cccc(NS(=O)(=O)c3ccc(Cl)cc3)c2O[C@@H]1CN(C)S(=O)(=O)c1cccs1	0.1
40	CNC[C@@H]1Oc2ccc(NC(=O)C3CC3)cc2C(=O)N([C@H](C)CO)C[C@H]1C	-0.7
41	CN(C)C(=O)c1ccc(-c2ccc([C@H]3[C@@H](C#N)N(C(=O)Cc4ccccn4)[C@@H]3CO)cc2)cc1	-0.9
42	O=C(C1CCC1)N1CCCCN2[C@H](CO)[C@H](c3ccc(C#CC4CCCC4)cc3)[C@@H]2C1	0.1
43	COc1ccc(NC(=O)N(C)C[C@@H]2Oc3ccc(NC(=O)CCC(F)(F)F)cc3C(=O)N([C@@H](C)CO)C[C@@H]2C)cc1	0.1
44	C[C@@H]1CN([C@@H](C)CO)C(=O)c2cc(N(C)C)ccc2O[C@H]1CN(C)S(=O)(=O)c1cn(C)cn1	-2.9
45	Cc1noc(C)c1S(=O)(=O)N(C)C[C@H]1Oc2ccc(NC(=O)Nc3ccc(C(F)(F)F)cc3)cc2CC(=O)N([C@H](C)CO)C[C@H]1C	-0.7
46	O=C(CC(F)(F)F)N1C[C@H]2[C@@H](c3ccccc31)[C@@H](CO)N2C(=O)C1CCCC1	2.1
47	C[C@H](CO)N1C[C@H](C)[C@@H](CN(C)C(=O)NC2CCCCC2)OCCCC[C@H](C)Oc2ccc(NS(=O)(=O)c3cn(C)cn3)cc2C1=O	0.5
48	COc1cccc(S(=O)(=O)N2CCCCN3[C@H](CO)[C@@H](c4ccc(C#CC(C)C)cc4)[C@@H]3C2)c1	2.3
49	O=C(Nc1ccc2c(c1)[C@H]1C[C@@H](CC(=O)N3CCOCC3)O[C@@H](CO)[C@H]1O2)c1cccnc1	13.8
50	CO[C@H]1CN(C)C(=O)c2ccc(NC(=O)C3CC3)cc2OC[C@H](C)N(C(=O)C2CCOCC2)C[C@@H]1C	3.9
51	COc1ccccc1NC(=O)N[C@@H]1CC[C@@H](CCn2cc(-c3cccnc3)nn2)O[C@H]1CO	3.9
52	CO[C@@H]1CN(C)C(=O)c2ccc(NC(=O)Nc3cccc(F)c3)cc2OC[C@@H](C)N(C(C)=O)C[C@H]1C	1.0
53	C[C@H](CO)N1C[C@H](C)[C@H](CN(C)Cc2ccccc2)Oc2c(NC(=O)Nc3cccc4ccccc34)cccc2C1=O	-1.9
54	CN(C)C(=O)C[C@H]1C=C[C@@H](NC(=O)NC2CCCC2)[C@@H](CO)O1	-1.2
55	O=C(C[C@@H]1CC[C@@H]2NC[C@H](O)COC[C@H]2O1)NCc1ccc2c(c1)OCO2	-1.3
56	C[C@H]1CN([C@@H](C)CO)C(=O)Cc2cc(NS(C)(=O)=O)ccc2O[C@@H]1CN(C)S(=O)(=O)c1cccs1	-0.7
57	C[C@H](CO)N1C[C@H](C)[C@H](CN(C)C(=O)NC2CCCC2)Oc2cc(-c3cccnc3)ccc2S1(=O)=O	2.4
58	O=C(Nc1ccc(F)cc1)N1[C@H](CO)[C@H]2c3ccccc3NC[C@H]21	-4.1
59	O=C(C[C@H]1C=C[C@@H](NC(=O)NC2CCCCC2)[C@H](CO)O1)NCc1ccc(F)cc1	-1.3
60	CO[C@H]1CC[C@@H]2CCOc3c(C#N)cccc3C(=O)N(C)C[C@@H](c3ccccc3)CC(=O)N(C)C[C@H]1O2	-1.8
61	CC=Cc1ccc2n(c1=O)C[C@@H]1[C@@H](CO)[C@H](C(=O)NCc3ccc(F)cc3)[C@H]2N1S(C)(=O)=O (mixture of isomers)	18.9
62	CO[C@H]1CN(C)C(=O)c2cc(NC(=O)c3ccccc3F)ccc2OC[C@H](C)N(CC2CCOCC2)C[C@@H]1C	-0.7
63	CC(C)NC(=O)N(C)C[C@@H]1OCCCC[C@@H](C)Oc2ccc(NC(=O)Nc3ccc(F)cc3)cc2C(=O)N([C@H](C)CO)C[C@H]1C	-0.1
64	CC(C)C#Cc1cnc2c(c1)C(=O)N([C@H](C)CO)C[C@H](C)[C@H](CN(C)Cc1ccccn1)O2	-4.7
65	CN(C)CCCNC(=O)C[C@@H]1CC[C@@H]2[C@H](COC[C@@H](O)CN2C(=O)c2ccncc2)O1	-1.4
66	C[C@H](CO)N1C[C@H](C)[C@H](CN(C)Cc2ccc(C(F)(F)F)cc2)Oc2ccc(N(C)C)cc2CC1=O	2.1
67	CCC(=O)N1[C@H](CN(C)C(C)=O)[C@H](c2ccc(-c3cccc(F)c3)cc2)[C@@H]1CO	0.9
68	CCCC(=O)Nc1ccc2c(c1)C(=O)N(C)[C@@H]1CC[C@@H](CC(=O)NCCc3ccccc3)O[C@H]1CO2	-2.3
69	Cc1ccc(S(=O)(=O)N(C)C[C@H]2OCCCC[C@@H](C)Oc3ccc(NS(=O)(=O)c4cn(C)cn4)cc3C(=O)N([C@H](C)CO)C[C@H]2C)cc1	2.5
70	Cc1ccc(-c2ccc3c(c2)O[C@H](CN(C)C(=O)Nc2ccccc2)[C@H](C)CN([C@H](C)CO)S3(=O)=O)cc1	-3.0
71	O=C(C[C@@H]1C=C[C@H](NC(=O)C2CC2)[C@@H](CO)O1)NC1CCC1	-4.6
72	CCNC(=O)C[C@H]1CC[C@H]2[C@@H](COC[C@H](O)CN2C(=O)Nc2ccc3c(c2)OCO3)O1	1.9
73	CC(C)NC(=O)Nc1ccc2c(c1)C(=O)N([C@@H](C)CO)C[C@@H](C)[C@@H](CN(C)S(=O)(=O)c1ccccc1)O2	3.4
74	C[C@H](CO)N1C[C@H](C)[C@H](CN(C)S(=O)(=O)c2cn(C)cn2)Oc2ccc(NC(=O)Nc3ccc(F)cc3)cc2C1=O	-0.6
75	C[C@H](CO)N1C[C@H](C)[C@@H](CN(C)Cc2ccc(Oc3ccccc3)cc2)Oc2c(NC(=O)Nc3ccccc3)cccc2C1=O	2.6
76	COc1ccc(C(=O)Nc2ccc3c(c2)OC[C@H](C)NC[C@@H](C)[C@H](OC)CN(C)C3=O)cc1	0.0
77	CN1[C@@H]2Cn3c(ccc(-c4ccccc4F)c3=O)[C@H]1[C@@H](C(=O)NCc1ccccn1)[C@@H]2CO	-0.6
78	N#C[C@@H]1[C@H](c2ccccc2)[C@@H](CO)N1C(=O)Cc1ccccc1	-0.8
79	C[C@H](O)C#Cc1ccc2c(c1)O[C@@H](CN(C)Cc1cncnc1)[C@@H](C)CN([C@H](C)CO)S2(=O)=O	6.1
80	CCCNC(=O)N1C[C@@H]2[C@H](c3ccccc31)[C@H](CO)N2Cc1ccc(F)cc1	-2.9
81	Cc1noc(C)c1NC(=O)NCC[C@H]1CC[C@@H](NC(=O)c2ccc(F)cc2)[C@H](CO)O1	-0.2
82	C[C@H](CO)N1C[C@H](C)[C@H](CN(C)C(=O)Nc2ccc3c(c2)OCO3)Oc2ccc(NC(=O)CCC(F)(F)F)cc2CC1=O	-1.0

# Some of the entries above, reformatted:
79) C[C@H](O)C#Cc1ccc2c(c1)O[C@@H](CN(C)Cc1cncnc1)[C@@H](C)CN([C@H](C)CO)S2(=O)=O
  BioA inh: 6.1

80) CCCNC(=O)N1C[C@@H]2[C@H](c3ccccc31)[C@H](CO)N2Cc1ccc(F)cc1
  BioA inh: -2.9

81) Cc1noc(C)c1NC(=O)NCC[C@H]1CC[C@@H](NC(=O)c2ccc(F)cc2)[C@H](CO)O1
  BioA inh: -0.2

82) C[C@H](CO)N1C[C@H](C)[C@H](CN(C)C(=O)Nc2ccc3c(c2)OCO3)Oc2ccc(NC(=O)CCC(F)(F)F)cc2CC1=O
  BioA inh: -1.0

# Only part of the results is shown (hit frequency here may not be typical).
